# Compound activity (PubChem)
# Vif-A3G inh = qHTS for Inhibitors of Vif-A3G Interactions: qHTS. DNA dC->dU-editing enzyme APOBEC-3G (Homo sapiens), Q9HC16. AID 602310, 2012. HeLa A3G-eYFP + Vif (tagged APOBEC3G with the HIV-1 protein that degrades it), YFP fluorescence, overnight. 0.076% of 410,000 active. Potency, µM (titrated, usually from 46.1 µM), without a hit: top-dose activity, negative = active, most hits filed as inhibitors;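 also: potency is read from the fitted curve at half-maximal effect; % is scaled to controls: 0 for no effect and ±100 for the full control effect; nearly all actives have a fitted effect of over 60% in size; hits raise eYFP signal because A3G escapes Vif-driven loss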
# Target sequence (Q9HC16 whole entry, looked up): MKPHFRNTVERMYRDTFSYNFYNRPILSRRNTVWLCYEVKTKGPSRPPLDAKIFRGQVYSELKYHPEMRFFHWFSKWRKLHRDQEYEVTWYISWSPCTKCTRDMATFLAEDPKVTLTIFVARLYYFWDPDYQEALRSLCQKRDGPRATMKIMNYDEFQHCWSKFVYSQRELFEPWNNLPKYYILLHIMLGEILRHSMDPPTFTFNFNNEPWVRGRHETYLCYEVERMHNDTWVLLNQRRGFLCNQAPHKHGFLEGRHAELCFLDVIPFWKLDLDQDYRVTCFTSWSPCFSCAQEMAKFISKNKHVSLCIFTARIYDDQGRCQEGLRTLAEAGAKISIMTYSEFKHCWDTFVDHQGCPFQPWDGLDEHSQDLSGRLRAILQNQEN
#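 Read-out is eYFP fluorescence (Ex 488/Em 500-530) from Vif-expressing HeLa A3G-eYFP cells; more signal means A3G escaped Vif-mediated degradation. Cells plated overnight, compound pinned in, incubated overnight at 37 deg C.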
# GRP78 ERSR act = qHTS for Inducers of the Endoplasmic Reticulum Stress Response (ERSR) in Human Glioma: qHTS; AID 602332, 2012; 0.02% of 420,000 active; Potency, µM, without a hit: at the highest dose activation, usual class: activators; U87-MG GRP78 promoter luciferase reporter, 16 h; also: potency is read from the fitted curve at half-maximal effect; series mostly up to about 76 µM; % of control where 0% means no effect; nearly all actives have a fitted effect of over 35% in size
#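 Stably transfected U87-MG human glioma cells carrying a GRP78-based luminescent sensor were seeded at 1000 cells/well, pin-dosed with compounds and incubated 16 h. Luciferase reagent was then added, and end-point luminescence was read after 10 min at room temperature.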
# IDH1 R132H inh = qHTS for Inhibitors of mutant isocitrate dehydrogenase 1 (IDH1): qHTS | Isocitrate dehydrogenase [NADP] cytoplasmic (Homo sapiens), O75874 | IDH1-R132H enzyme, NADPH consumption, diaphorase/resazurin fluorescence | 0.093% of 390,000 active | Potency, µM (series often up to 76.6 µM), without a hit: top-dose activity change, negative = inhibition, hits mostly inhibitors; also: potency is read from the fitted curve at half-maximal effect; % is scaled to controls: 0 for no effect and ±100 for the full control effect; nearly all actives have a fitted effect of over 65% in size
# Target sequence (O75874 whole entry R132H, stated change not applied): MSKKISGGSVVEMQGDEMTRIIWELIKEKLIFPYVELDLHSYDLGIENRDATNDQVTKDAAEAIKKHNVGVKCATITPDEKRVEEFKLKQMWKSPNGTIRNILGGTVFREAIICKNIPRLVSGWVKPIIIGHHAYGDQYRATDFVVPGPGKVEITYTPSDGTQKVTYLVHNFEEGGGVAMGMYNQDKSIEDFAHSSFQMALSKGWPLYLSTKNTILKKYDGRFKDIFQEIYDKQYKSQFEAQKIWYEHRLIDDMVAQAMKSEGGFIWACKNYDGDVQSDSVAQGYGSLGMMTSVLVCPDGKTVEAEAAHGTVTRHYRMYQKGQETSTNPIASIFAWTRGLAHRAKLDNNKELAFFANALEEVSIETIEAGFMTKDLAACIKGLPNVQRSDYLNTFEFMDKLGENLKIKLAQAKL
#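 IDH1-R132H (0.5 ug/mL) preincubated 30 min with compound, then NADPH (0.016 mM) and alpha-KG (2 mM) added; 80 min at RT, pH 7.5. Remaining NADPH coupled via diaphorase/resazurin to fluorescence (540/590 nm); concentration-response curves normalized to no-enzyme control.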
# Vif-A3F inh = qHTS for Inhibitors of Vif-A3F Interactions: qHTS; HeLa A3F-eYFP + Vif (tagged APOBEC3F with the HIV-1 protein that degrades it), YFP fluorescence increase; Potency, µM (highest dose often 46.1 µM), for inactives: at the highest dose activity, negative = active; 0.2% of 390,000 active; also: potency is read from the fitted curve at half-maximal effect; % of control where 0% means no effect; nearly all actives have a fitted effect of over 65% in size
#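 Fluorescence increase (Ex 488/Em 500-530) after overnight compound treatment at 37 deg C flags inhibition of Vif-driven A3F-eYFP loss in stable HeLa A3F-eYFP/Vif cells seeded overnight beforehand.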
# PI4K2A block = qHTS for small molecular inhibitors of PI4K2A; Phosphatidylinositol 4-kinase type 2-alpha (Homo sapiens), Q9BTU6; purified PI4K2A, ADP-Glo luminescence, 1 h; hits give low values; activity change, negative = inhibition, % at 76.9 µM; 0.13% of 420,000 active; AID 1346378, 2018; in the data active = activity change below about -50%; inconclusive = mostly about -30% to -49%;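 also: -100% = wells without enzyme as full effect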
#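 PI4K2A activity was measured by ADP-Glo luminescence: enzyme (4 ug/mL stock) and phosphatidylinositol (1.2 mM stock) in Tris pH 7.5/MgCl2/EGTA/Triton X-100 buffer were reacted with ATP (300 microM stock) for one hour at ambient temperature.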
# LDHA block = qHTS assay for inhibitors of human lactate dehydrogenase | purified LDHA, NADH/diaphorase-resazurin fluorescence; hits give low values | AID 1347041, 2019 | activity change, % (values are at about 110 or 230 µM) | 0.15% of 480,000 active | L-lactate dehydrogenase A chain (Homo sapiens), P00338; in the data active = activity change below about -30%; inconclusive = mostly about -25% to -30%;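 also: plate controls were DMSO wells for no effect and wells without enzyme for full effect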
#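 Resorufin fluorescence (ex540/em590), read at 0 and 20 min after diaphorase/resazurin addition, reports the NADH left after a 5 min room-temperature reaction of 2 nM human LDH5 with 0.06 mM NADH and 0.2 mM pyruvate.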
# USP1-UAF1 inh = Inhibitors of USP1/UAF1: Primary Screen | Ubiquitin carboxyl-terminal hydrolase 1 (Homo sapiens), O94782 | recombinant USP1/UAF1, Ub-Rhodamine cleavage fluorescence | Potency, µM (highest dose often 57.1 µM), without a hit: at the highest dose activity change, negative = inhibition, actives largely listed as inhibitors | 0.23% of 390,000 active | AID 743255, 2014; also: potency is read from the fitted curve at half-maximal effect; % is scaled to controls: 0 for no effect and ±100 for the full control effect; nearly all actives have a fitted effect of over 60% in size; inactives centre near -12
#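 High-throughput fluorogenic screen: 1nM USP1/UAF1 complex, Ub-Rho substrate 150nM final, 50mM HEPES pH 7.8 with 0.5mM EDTA, 0.1 mg/ml BSA, 1mM TCEP and 0.01% Tween-20.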
# RXFP1 agonist = qHTS Assay for Agonists of the Relaxin Receptor RXFP1; Relaxin receptor 1 (Homo sapiens), Q9HBX9; HEK293T-RXFP1 cAMP TR-FRET, 30 min; response scale: percent of porcine relaxin response, buffer zero; Potency, µM (highest dose often 57.5 µM), for the others: at the top dose activation, most hits filed as activators; 0.3% of 370,000 active; AID 2676, 2010; also: potency is read from the fitted curve at half-maximal effect; % is scaled to controls: 0 for no effect and ±100 for the full control effect; nearly all actives have a fitted effect of over 60% in size; many of its hits are not listed in these tables
#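 cAMP rise read by TR-FRET after 30 min, 37C compound exposure (up to 58 uM) in RXFP1-transfected HEK293 cells with Ro 20174 present. EC50 from Hill-equation fits, with 29 nM porcine relaxin as 100% and buffer as basal.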
# TrxR1 substrate = qHTS Assay for Substrates of Mammalian Selenoprotein Thioredoxin Reductase 1 (TrxR1): qHTS; AID 588456, 2011; Potency, µM (series often up to 114 µM), for the others: at the top dose activity change, negative = substrate turnover; purified TrxR1 substrate turnover, NADPH consumption readout; 0.01% of 390,000 active; also: potency is read from the fitted curve at half-maximal effect; % is scaled to controls: 0 for no effect and ±100 for the full control effect; nearly all actives have a fitted effect of over 50% in size
#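 Rat TrxR1, dispensed at 90 nM, was prereduced with 400 uM NADPH (final) for 5 min at ~22 deg C, then incubated with compound 15 min before 400 uM selenite. A first-read NADPH fluorescence drop versus no-compound background flagged substrates.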
# * hit, by the source's call; u = inconclusive; x = not tested or not shown; & = joins results of further samples; [ ] = remark or other dose. Unless noted, calls follow the shape of the dose curve; as a rule, active = well fitted curve in the direction sought with a large enough effect; inconclusive = small, poorly fitted or top-dose-only effect, or another doubt; inactive = no such curve, though single readings can be large; an effect the other way counts as inactive or inconclusive. Some of the compounds tested. The share of hits here may be higher or lower than overall.
SMILES,Vif-A3G inh,GRP78 ERSR act,IDH1 R132H inh,Vif-A3F inh,PI4K2A block,LDHA block,USP1-UAF1 inh,RXFP1 agonist,TrxR1 substrate
Cc1ccc(C(=O)NNC(=O)CCC(=O)NCc2ccccc2)cc1Br,-16.7%,-3.0%,13.0%,-2.8%,6.2,-3.4,-22.3%,-0.5%,2.7%
CCCC1=C(C(=O)OCC)C(c2sccc2C)n2ncnc2N1 (stereo not drawn),-4.4%,-8.6%,1.4%,1.5%,-1.2,-15.5,5.0%,-3.6%,-5.3%
CCOC(=O)c1ccc(N2CCN(c3ccc(F)cc3)CC2)c(NC(=O)Nc2cccc(OC)c2)c1,-0.7%&-5.2%,-2.8%&-4.7%,0.0%&2.8%,-8.8%&0.5%,7.2&0.3,-5.2&2.5,-5.4%&-24.4%,19.6%&23.5%,-1.7%[57.1 µM]
CC1(C(=O)NS(=O)(=O)c2ccc(C#N)cc2)CCN1C(=O)c1ccc(C2CCCCC2)cc1 (stereo not drawn),-5.8%,-2.1%,x,x,-0.8,-10.8,x,x,x
CC1(C)Cc2nc3sc4c(=O)n(CC(N)=O)cnc4c3cc2CO1,0.2%,0.4%,-1.7%,-0.7%,-4.8,-3.4,-17.7%,-0.5%,-0.1%
CCOC(=O)c1cccc(NC(=O)C2CCCN(S(=O)(=O)c3cnc[nH]3)C2)c1 (stereo not drawn),-0.5%,-1.7%,-4.0%,-0.1%,-4.0,-3.5,1.4%,-1.9%,-15.6%
O=c1[nH]c(SCc2ccccc2)nc2[nH]ncc12,-13.4%,0.0%,-0.9%,3.9%,0.3,2.4,-5.0%,-1.6%,7.2%[57.1 µM]
CC(=O)c1ccc(OCC(=O)Nc2ccc3nc(C)sc3c2)cc1,2.1%,-1.1%,4.7%,7.4%,68.6,-2.1,-9.5%,1.8%,5.6%[57.1 µM]
CCCCc1cc(=O)oc2cc(OC(C)C(=O)NCCN3CCOCC3)c(Cl)cc12 (stereo not drawn),0.2%,-0.8%,6.5%,-9.4%,-2.9,-4.6,-6.3%,0.3%,0.8%
O=C(O)CC(C(=O)Nc1ccc(Cl)cc1)N1CCCCCC1 (stereo not drawn),-0.3%,-3.8%,-4.4%,-7.1%,0.4,-10.0,-26.8%,-2.6%,3.0%
Oc1ccccc1OCCOc1ccccc1OCCOc1ccccc1O,0.8%,-7.2%,7.8%,-18.3%,-0.9,-0.5,-5.6%,1.1%,-5.4%
CC1=NN(C(C)C)C(=O)C1,-0.1%,-2.6%,0.0%,0.5%,-5.8,-8.4,-9.5%,4.6%,-5.1%
O=C(O)Cc1csc(Nc2cccc(Cl)c2)n1,-9.2%,0.3%,5.5%,-16.6%,-6.6,-1.1,-16.7%,1.7%,2.4%
NC(COCc1ccccc1)c1csc(NC(=O)Nc2cccc(C(F)(F)F)c2)n1 (stereo not drawn),3.1%,-11.3%,x,x,-1.7,-12.0,x,x,x
Cc1cccc(NC(NC(=O)c2cccnc2)C(Cl)(Cl)Cl)c1 (stereo not drawn),-0.4%,-6.1%,-9.8%,-4.8%,0.9,-5.9,-13.9%,-1.9%,-2.7%
COc1ccc(N(C)C(=O)c2ccc3nc(-c4ccccc4)c(-c4ccccc4)nc3c2)cc1,1.8%,-4.8%,-10.1%,-5.3%,0.8,-4.9,-19.3%,-0.7%,10.1%[57.1 µM]
COc1cccc(CSc2nc(N)cc(N)n2)c1,-0.8%,1.5%,1.4%,18.7%,5.0,-0.7,-19.5%,-1.3%,-2.1%
O=C(c1nc2ccccc2[nH]1)c1ccccc1[N+](=O)[O-],-9.5%,-2.3%,6.3%,u,2.6,2.2,-27.8%,0.7%,-0.3%
NC(=O)CC(NC(=O)Cc1cccc2ccccc12)c1ccc(NCCc2cccc(F)c2)c([N+](=O)[O-])c1 (stereo not drawn),-6.8%,-1.3%,9.8%,u,-2.1,-0.2,-30.1%,-4.0%,5.0%
CN1C(=O)c2cccc3c(Cl)ccc(c23)C1=O,2.2%,2.2%,2.6%,0.0%,-0.2,-0.7,9.0%,2.5%,18.5%
CCN(CC)CC(=O)Nc1c(C#N)cnn1-c1ccccc1,0.1%,-9.3%,-1.6%,-6.0%,1.1,-9.4,-3.1%,-3.5%,10.9%[57.1 µM]
O=C(NCc1ccccc1)c1cc(C2CCCN(C(=O)C3CC3)C2)on1 (stereo not drawn),3.2%,3.0%,x,x,-0.3,-5.2,x,x,x
CCCSc1ccc(C(=O)Nc2ccc(F)cc2F)cn1,-7.8%,1.2%,12.2%,5.0%,-14.2,-5.9,-5.6%,0.6%,4.8%
Fc1ccc(C2=CC(c3ccc(Br)o3)n3ncnc3N2)cc1 (stereo not drawn),u,0.6%,2.9%,u,4.4,-1.1,-26.8%,7.7%,29.1%
COCOCCn1cc(CN2CCS(=O)(=O)N(Cc3ccc(-c4ccc(Cl)nc4)cc3)C(CC(C)C)C2=O)nn1 (stereo not drawn),-12.3%,7.7%,-10.1%,5.4%,3.5,-2.8,u,x,x
CC(C)Cn1c(SCC(=O)NC(=O)Nc2ccc3c(c2)OCCO3)nc2ccccc2c1=O,0.8%,-1.6%,-5.4%,0.0%,-2.0,-10.9,-11.7%,18.0%,13.2%
COc1cc(CNc2nccn3ccnc23)cc(OC)c1,-0.9%,-2.4%,x,x,-1.4,-3.9,x,x,x
CCNc1nc(NCC)n2c(SC(C)C(=O)c3ccc(C)cc3)nnc2n1 (stereo not drawn),-0.3%,-1.7%,-4.7%,2.3%,2.3,-9.0,-8.3%,2.4%,-6.7%
O=C(CC1CC2CCC1C2)NCc1cccs1 (stereo not drawn),4.7%,6.8%,2.3%,2.9%,8.0,-2.0,-17.3%,2.0%,-3.1%
CCN(CC(=O)Nc1c(F)cccc1F)C(=O)Cc1ccc2c(c1)OCCO2,-1.0%,-1.5%,5.0%,6.5%,1.1,-5.6,-13.9%,-0.3%,-0.6%
CCNC(=S)N(CCc1c(C)[nH]c2ccc(F)cc12)Cc1cccnc1,-5.4%,-3.5%,9.9%,-0.6%,2.3,-1.1,-18.1%,2.7%,0.6%
CC1=NN(c2ccccc2)C(=O)C1(C)[N+](=O)[O-] (stereo not drawn),-4.9%,0.7%,8.6%,-1.3%,3.7,-12.1,-3.3%,0.9%,-13.9%
O=C(OCC(=O)N1CCN(Cc2ccccc2)CC1)c1cc(Cl)ccc1[N+](=O)[O-],1.3%,-0.9%,6.0%,3.9%,-6.1,-7.7,-15.6%,2.1%,3.0%
COc1ccc(S(=O)(=O)N(C)C)cc1NC(=O)Cc1c[nH]c2ccccc12,-12.4%,-1.0%,1.8%,-3.2%,-4.8,8.1,-4.4%,2.4%,-2.6%
O=[N+]([O-])c1ccc2nc(NS(=O)(=O)c3ccc(Cl)cc3)sc2c1,-14.3%,1.1%,-7.8%,-3.6%,0.0,-13.8,-18.9%,2.8%,-12.5%
CC1(C(O)(C#CC[N+]2(C)CCCCC2)c2ccccc2)CCCC1 (stereo not drawn),-4.9%,-2.5%,2.6%,9.7%,3.7,-7.6,-7.8%,-2.6%,5.3%[57.1 µM]
O=C(C[C@H]1C/C=C\CC[C@@H](Cc2ccc(F)cc2)C(=O)O[C@@H](c2ccccc2)CNC1=O)N[C@@H](CO)Cc1ccccc1,1.2%,-1.4%,-2.7%,-4.1%,-6.1,-19.5,-14.0%,x,4.1%
COc1cc(C(=O)Nc2nnc(SCC(=O)NCC3CCCO3)s2)cc(OC)c1OC (stereo not drawn),-2.2%,-4.8%,3.2%,0.7%,-2.2,-7.3,-20.8%,-0.9%,-4.5%
CCCOc1ccc(/C=N/NC(=O)CN(c2ccc(OCC)cc2)S(C)(=O)=O)cc1,-5.8%,5.6%,7.9%,1.3%,-2.5,-1.9,-21.5%,-0.5%,-12.7%
COc1ccc(-c2nn(-c3ccccc3)cc2C(=O)O)cc1OC,1.6%,-2.5%,8.0%,-10.5%,1.3,-7.0,-22.0%,4.8%,43.8%[activator]
